PRMT1 inh: PRMT1 (human) inhibition, primary screen; recombinant PRMT1, activity-based probe fluorescence polarization; inhibition, % at 2.79 µM; 370,000 tested, 1.3% active; AID 652257;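 active = inhibition above about 21% made by adding two undisclosed values, limit read from the data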
Target sequence (Q99873 whole entry, looked up): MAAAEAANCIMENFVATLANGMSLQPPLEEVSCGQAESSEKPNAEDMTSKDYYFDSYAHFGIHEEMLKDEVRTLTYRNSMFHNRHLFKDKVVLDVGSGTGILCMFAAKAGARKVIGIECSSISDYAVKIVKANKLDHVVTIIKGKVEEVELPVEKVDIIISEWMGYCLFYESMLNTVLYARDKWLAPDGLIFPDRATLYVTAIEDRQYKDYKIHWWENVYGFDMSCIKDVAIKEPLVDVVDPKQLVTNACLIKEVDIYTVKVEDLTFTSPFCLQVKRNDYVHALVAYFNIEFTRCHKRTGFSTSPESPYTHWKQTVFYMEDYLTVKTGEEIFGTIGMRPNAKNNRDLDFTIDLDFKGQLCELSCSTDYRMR
TDP2 inh: TDP2 (human) inhibition, absorbance primary screen. inhibition, % at 12.8 µM. recombinant TDP2, T5PNP hydrolysis, p-nitrophenol absorbance 415 nm. 370,000 tested, 0.34% active. O95551. AID 720702;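 active = inhibition above the mean of all tested compounds plus 3 SD, set per campaign, cut at about 25% in these data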;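 note: 0% = DMSO with enzyme and 100% = buffer with substrate but no TDP2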
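Test system: human TDP2 enzyme; Input: 120 nM TDP2 per well; Buffer or medium: Mg2+-containing Tris-HCl buffer, pH 7.5; Reagent: 5 mM T5PNP; Dosing: 12.8 µM single point, 1% DMSO; Incubation: reaction 2 h, 37 °C; Detection: p-Nitrophenol epi absorbance; Read-out: % inhibition relative to enzyme-containing and enzyme-free wells; Replicates: single well per compound.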
TCR CD3 inh: blocks the human TCR-CD3 interaction. TAMRA-labeled TCR probe fluorescence, biochemical. inhibition, % at 9.4 µM. AID 651800. 360,000 tested, 0.37% active; in the data active = inhibition above about 19%;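 note: recombinant mutant TCR 2C K166C tagged with TAMRA read by polarization; 0% = receptor in buffer alone and 100% = receptor with positive control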
DDE Tn7 FP inh: disrupts Tn7 cyclic peptide binding to fibrin D-Dimer-E complex; P02675; FP displacement of FITC-Tn7 peptide from fibrin DD(E); 0% = median of compound wells per plate; inhibition, % at 8.3 µM; 370,000 tested, 0.13% active; AID 720508;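 active = inhibition above the mean of compounds falling within the control limits plus 3 SD of them, cut at about 14% in these data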;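 note: 0% = plate median of compound wells and 100% = 10 µM Aha-Tn7 peptide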
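Test system – human fibrin DD(E) · Times – 10 min preincubation, 3 h with tracer, room temperature · Detection – fluorescence polarization of the labelled Tn7 tracer · Measure – percent inhibition normalized to high-control wells · Benchmarks – high control wells with 10 µM unlabelled Aha-Tn7 peptide (full inhibition) · Repeats – singlicate testing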
LEDGF integ inh: blocks HIV-1 LEDGF/p75-dependent DNA integration | TR-FRET IN-LEDGF/p75 DNA integration, Eu/Cy5 | 370,000 tested, 0.64% active | AID 743269 | inhibition, % at 3.7 µM;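 active = inhibition above the screen-wide mean plus 3 SD, cut at about 13% in these data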;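 note: signal is the Cy5 over europium emission ratio at 671 and 618 nm; 0% = plate median of compound wells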
proKLK7 act: activates the human kallikrein-7 zymogen; purified proKLK7, EDANS-DABCYL substrate fluorescence; 100% is mature enzyme control, 0% vehicle; activation, % at 7 µM; 370,000 tested, 0.9% active;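 active = activation above the mean of all tested compounds plus 3 SD, computed per campaign excluding outliers beyond control limits, cut at about 13% in these data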
Target sequence (P49862 whole entry, looked up): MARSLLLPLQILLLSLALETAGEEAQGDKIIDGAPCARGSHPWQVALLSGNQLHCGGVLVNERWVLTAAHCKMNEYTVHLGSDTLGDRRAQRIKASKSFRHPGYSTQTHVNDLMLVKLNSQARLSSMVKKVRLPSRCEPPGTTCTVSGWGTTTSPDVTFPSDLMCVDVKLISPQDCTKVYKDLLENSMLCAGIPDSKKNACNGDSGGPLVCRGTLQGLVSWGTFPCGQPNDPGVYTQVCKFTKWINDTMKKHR
UHRF1 binding: human UHRF1 methylated DNA binding inhibitors | UHRF1 binding to methylated oligo, TR-FRET | inhibition, % at 4.4 µM | AID 687016 | 370,000 tested, 0.75% active; in the data active = inhibition above about 21%;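 note: UHRF1 SRA domain binding a hemimethylated CpG hairpin DNA probe; 0% = median of test compound wells and 100% = reference inhibitor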
MBD2 inh: blocks human MBD2 binding to methylated DNA | Q9UBB5 | TR-FRET, MBD2 binding to methylated oligonucleotide | inhibition, % at 4.4 µM | 370,000 tested, 0.31% active | AID 686964; in the data active = inhibition above about 13%
Target sequence (Q9UBB5 whole entry, looked up): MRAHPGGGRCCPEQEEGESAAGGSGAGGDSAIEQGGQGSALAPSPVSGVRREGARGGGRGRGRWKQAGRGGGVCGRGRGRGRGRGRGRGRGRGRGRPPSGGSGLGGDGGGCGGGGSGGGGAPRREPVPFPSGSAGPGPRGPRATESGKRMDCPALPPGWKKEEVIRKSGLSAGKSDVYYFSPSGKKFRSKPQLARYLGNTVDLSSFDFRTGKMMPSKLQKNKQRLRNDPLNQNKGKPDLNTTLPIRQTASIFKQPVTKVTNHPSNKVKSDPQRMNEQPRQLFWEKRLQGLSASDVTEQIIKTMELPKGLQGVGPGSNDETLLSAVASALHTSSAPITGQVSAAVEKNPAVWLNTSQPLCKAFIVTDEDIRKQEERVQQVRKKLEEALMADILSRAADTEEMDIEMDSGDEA
DDE Tn6 FP inh: disrupts Tn6 cyclic peptide binding to fibrin D-Dimer-E complex; 370,000 tested, 0.21% active; inhibition, % at 8.3 µM; Fibrin DD(E) TRITC-Tn6 fluorescence polarization displacement;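 active = inhibition above a per-campaign cutoff: mean of compounds within control limits plus 3 SD, cut at about 15% in these data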;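 note: 0% = median of all compound wells on the plate and 100% = blocking peptide control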
SIAE primary: blocks human sialic acid acetylesterase; Q9HAT2; SIAE FP-Rh probe binding, fluorescence polarization; inhibition, % at 9.66 µM; 370,000 tested, 0.69% active; AID 1053197;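 active = inhibition above a cutoff: mean of compounds within the control limits plus 3 SD of those, cut at about 17% in these data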;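 note: 0% = plate median of compound wells and 100% = probe without SIAE protein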
* marks the source's active call; other numbers are inactive results; nt = not tested or not shown.

SMILES,PRMT1 inh,TDP2 inh,TCR CD3 inh,DDE Tn7 FP inh,LEDGF integ inh,proKLK7 act,UHRF1 binding,MBD2 inh,DDE Tn6 FP inh,SIAE primary
Cc1[nH]c2c([N+](=O)[O-])cccc2c1C,4,-8,1,5,0,-1.0,-5,-7,1,2
COc1ccc2o/c(=N\O)c(C(=O)Nc3ccc(C)cc3)cc2c1,-1,-7,-4,-5,5,3.9,3,3,2,-9
CN(C)S(=O)(=O)c1cccc(NC(=O)c2cc(-c3cccs3)nn2-c2ccccc2)c1,-2,-3,0,0,-1,-0.3,-1,0,4,-11
CCOc1ccc(OCC)c(NC(=O)CN2CCN(C(=O)c3ccco3)CC2)c1,-1,-1,8,-6,2,0.5,-2,0,13,4
O=C(CNS(=O)(=O)c1ccccc1)N1CCN(c2ncccn2)CC1,4,4,nt,-8,-4,0.1,3,5,-5,-1
CC(C)CN(C(=O)COC(=O)c1ccc2ccccc2c1)c1c(N)n(Cc2ccccc2)c(=O)[nH]c1=O,-2,4,-2,-4,6,0.8,0,0,2,6
COc1ccc(Nc2ncc3c(n2)CC(c2ccc(OC)cc2)CC3=O)cc1 (centres undefined),-5,11,2,1,-1,-0.8,-1,-4,8,8
CCOC(=O)c1c(S(=O)(=O)NCC2CCN(Cc3cccc(F)c3)CC2)c(C)n(C)c1C,-7,-26,1,7,0,0.1,12,-2,-5,-6
Cc1ccc(NC(=O)COC(=O)CNC(=O)c2cccs2)cc1S(=O)(=O)N1CCOCC1,0,-1,0,1,-1,-0.2,0,-4,-1,0
COc1cc(C2NC(=O)c3ccccc3O2)ccc1OC(C)C (centres undefined),-4,10,2,3,-1,-3.0,0,-2,5,-1
NC1=NC(=O)S/C1=C\c1ccc(F)cc1,1,17,1,-5,-1,0.2,-1,2,4,-8
Cn1c(CCCOc2ccc(Cl)cc2Cl)n[nH]c1=S,-1,-2,7,-4,5,-0.7,-6,-3,-2,8
COc1ccccc1-n1c(=S)[nH]c2c(sc(=S)n2-c2ccccc2C)c1=O,87*,5,-1,3,-5,-0.1,-3,-5,3,-2
N#Cc1c(C#N)c(-c2ccccc2)n(-c2ccccc2)c1N,-3,4,2,8,1,0.0,-1,3,-1,1
CCCCn1c(N)c(N(Cc2ccccc2OC)C(=O)COc2cc(C)ccc2Cl)c(=O)[nH]c1=O,2,-3,1,5,-4,0.3,1,2,-5,1
COc1ccc(-n2nnnc2CNC(=O)C(=O)c2c[nH]c3ccccc23)cc1,0,0,-2,9,-2,0.2,-1,-1,-1,-3
CCOc1cc(C2C(C(=O)c3ccc(C)o3)=C(O)C(=O)N2CCc2ccccc2)ccc1O (centres undefined),0,-5,7,6,-4,0.1,-3,0,5,2
CC(C)(C)NCCOc1ccc(Br)cc1,1,2,5,3,-1,-0.5,-1,-2,5,3
Cc1cc(C)c2cc(C(=O)N3CCC(C(=O)c4ccc(F)cc4)CC3)[nH]c2c1,-3,5,-2,0,6,0.6,1,-1,-5,-1
Cc1cc(NC(=O)CCN2C(=O)/C(=C\c3ccccc3Cl)SC2=S)no1,2,0,1,-4,-3,-0.5,2,1,5,0
O=C(c1cnn2ccccc12)N1CCCc2ccccc21,-7,-1,3,-4,2,0.6,1,6,0,0
Cc1cccc(OCc2occc2C(=O)Nc2cccc(-n3cnnn3)c2)c1,0,7,4,1,0,0.3,5,0,-4,-26
CCOC(=O)[C@]12CCCC=C1N(Cc1cccc3ccccc13)C(=O)[C@H](CC(=O)N1CCOCC1)C2,7,0,2,-2,-6,0.2,6,8,-8,-2
O=C(NCCc1ccccc1)c1cnc2ccccc2n1,-1,11,2,-3,3,0.2,-2,-5,-7,9
COCCCNC(=O)C[C@H]1C[C@@]2(C(=O)OC)C(=C[C@H](C3CCCC3)O[C@@H]2C)N(Cc2ccccc2)C1=O,-6,-9,1,-7,4,-0.3,-2,1,6,-2
O=C(CSc1nnnn1C1CCCCC1)N1CCc2ccccc21,0,6,2,10,-1,-0.5,-1,-1,3,13
O=C(CC12CC3CC(CC(C3)C1)C2)NCC(c1ccc(F)cc1)N1CCOCC1 (centres undefined),-2,-11,-1,0,4,0.5,-1,-4,-1,-3
O=Cc1cccn1-c1cccnc1,3,-5,-3,-1,1,-0.7,2,0,-3,16
CCOc1ccccc1/C=C/c1nc2ccccc2[nH]c1=O,-4,-3,8,-3,-2,13*,-11,-8,4,1
O=C(CN1CCN(C/C=C/c2ccccc2)CC1)NCc1ccc(Cl)cc1,0,8,0,6,-4,-0.2,0,-3,-3,-2
O=S(=O)(NCc1ccc2c(c1)OCO2)c1cnc[nH]1,8,-5,-9,-3,-2,-0.4,2,2,4,5
CCNC(=O)C1(C)CCCN(C(=O)c2cc(OC)ccc2Br)C1 (centres undefined),-5,3,3,-2,0,-0.8,-1,6,-2,6
CC(C)c1ccccc1NC(=O)COC(=O)CNC(=O)c1ccc(Br)cc1,4,7,6,-1,2,-0.5,5,6,2,-3
COc1ccccc1NC(=S)NC(=O)c1c(-c2ccccc2Cl)noc1C,5,-14,-8,-1,0,0.0,24*,2,-7,-9
O/N=C/c1ccc(-c2ccccc2OC(F)(F)F)o1,-2,7,-4,-2,4,0.3,-2,-2,3,5
Cc1ccc(C(=O)Nc2nc3ccccc3c(=O)s2)cc1,59*,6,-2,-4,-4,0.8,3,0,-1,1
COc1ccc(C(=O)Nc2ccc(N3CCN(C)CC3)cc2)cc1[N+](=O)[O-],1,-7,0,1,-2,0.1,-2,-6,12,5
CCOc1cc(-c2sc(Nc3cc(C)ccc3OC)n[n+]2-c2ccccc2)ccc1OC,2,7,5,2,-1,0.2,1,4,-3,3
CC(C)NC(=S)N/N=C1\CCCCC1C1CCCCC1 (centres undefined),-1,3,6,1,1,-0.1,-2,3,6,-5
CCCc1ccc(Oc2cc(C)nc(N3CCOCC3)n2)cc1,-1,7,10,-7,3,0.1,1,-3,11,4

Another view of part of the listing above:
The line under a structure holds: PRMT1 inh	TDP2 inh	TCR CD3 inh	DDE Tn7 FP inh	LEDGF integ inh	proKLK7 act	UHRF1 binding	MBD2 inh	DDE Tn6 FP inh	SIAE primary
> COc1cc(C2NC(=O)c3ccccc3O2)ccc1OC(C)C (centres undefined)
 : -4	10	2	3	-1	-3.0	0	-2	5	-1
> CCOc1ccccc1/C=C/c1nc2ccccc2[nH]c1=O
 : -4	-3	8	-3	-2	13*	-11	-8	4	1
> Cc1cccc(OCc2occc2C(=O)Nc2cccc(-n3cnnn3)c2)c1
 : 0	7	4	1	0	0.3	5	0	-4	-26

Next part:
SMILES,PRMT1 inh,TDP2 inh,TCR CD3 inh,DDE Tn7 FP inh,LEDGF integ inh,proKLK7 act,UHRF1 binding,MBD2 inh,DDE Tn6 FP inh,SIAE primary
Cc1ccc(CN2CCN(Cc3cccc(-n4cccn4)c3)CC2CCO)cc1 (centres undefined),1,-6,3,-8,0,0.5,-1,5,-2,0
Cc1ccc(CNc2ccccc2C(=O)O)s1,-3,0,2,-3,0,-0.3,-2,3,0,14
CC(C)n1c(=O)c2ccccc2n1Cc1cn(Cc2ccccc2)nn1,2,3,-1,-4,3,3.6,-2,-3,3,2
C/C(CC(=O)Nc1ccc(C)c(Cl)c1)=N\NC(=O)c1cccc(O)c1,0,-10,-3,2,4,-0.5,-2,3,-4,-1
CCCCNC(=O)C(NC(=O)c1cccc(C(F)(F)F)c1)C(=O)c1ccccc1 (centres undefined),-1,6,-5,2,-2,-0.2,3,-4,1,5
COc1ccc(CNn2c(-c3ccccc3F)nc3ccccc3c2=O)cc1OC,0,-6,4,-2,-7,0.4,4,-4,1,-4
CCn1c(O)c(C#N)c(C)cc1=O,1,10,4,-4,-2,1.2,-7,1,1,1
Cc1ccccc1CN1CCC(Oc2ccc(C(=O)N3CCCC3)cc2)CC1,-1,17,-1,-3,3,-0.2,1,-5,-4,-11
O=C(O)C1=C[C@@H](c2ccc3c(c2)OCO3)C[C@@H](OCCCCO)O1,0,13,-2,-3,-1,-0.1,-4,4,-1,7
O=C(Cn1cnc2c(oc3ccccc32)c1=O)N1CCN(c2ccccc2)CC1,1,-3,10,2,-1,0.2,-1,2,8,-3
COc1ccc(N(C(=O)c2cnsn2)C(C(=O)NC2CCCCC2)c2ccncc2)cc1 (centres undefined),-2,-11,6,0,0,0.1,-2,-1,-3,0
NC(=O)C1C(c2ccccc2)=C1c1ccccc1,-1,-2,-1,-6,0,0.8,-2,4,-2,0
O=C1CN(C(=O)CN2CCN(S(=O)(=O)c3ccccc3)CC2)c2ccccc2N1,-2,-1,3,6,0,-0.2,0,1,4,-4
COc1cc(NC(=O)C2CC(=O)N(CCc3ccc(F)cc3)C2)cc(OC)c1OC (centres undefined),-2,-13,3,7,1,0.3,0,4,1,7
COCCCNC(=O)CSc1nc2ccc(N3CCOCC3)cc2c(=O)n1CCc1ccccc1,4,-8,-2,0,1,-6.1,2,2,5,9
Cc1ccc(C)c(NC2=C(Cl)C(=O)OC2OC(C)C)c1 (centres undefined),2,-8,-1,-4,-5,0.0,0,2,-2,-1
O=C(Nc1ncn[nH]1)c1ccc([N+](=O)[O-])cc1[N+](=O)[O-],-1,0,8,-3,0,-0.7,0,-3,-8,4
CC1(C)CC(=O)C2=C(C1)NC(=O)CC2c1ccccc1F (centres undefined),-1,-9,5,-1,-5,0.0,-1,-5,10,1
COCCCNC(=O)CNC(=S)N(Cc1ccc(F)cc1)C1CCCCC1,-1,-6,2,-8,-2,0.4,0,0,-10,7
N#Cc1c2c(c(=S)n(-c3ccccc3)c1N)CCCC2,26*,-3,13,-6,1,0.9,-4,-3,8,8
COc1cc(Cl)c(C)cc1NC(=O)c1ccccc1NC(=O)CN1CCN(C(C)=O)CC1,-2,-1,5,-9,-1,0.6,-3,1,4,-3
O=C(c1ccc(-c2cccc([N+](=O)[O-])c2)o1)N1CCN(c2ccc([N+](=O)[O-])cc2)CC1,3,10,3,-7,2,-0.5,0,-4,1,3
O=C(CN1C(=O)S/C(=C\c2ccc(F)cc2)C1=O)NCCCn1ccnc1,5,-7,0,1,2,-0.3,-15,-7,-3,-1
Nc1ccc(C(=O)CC(=O)Nc2ccc(Cl)cc2)cc1,3,-3,-3,2,-3,0.5,2,4,-3,-2
CC12CCC(C(=O)N3CCN(c4ncccn4)CC3)(c3nc4ccccc4nc31)C2(C)C (centres undefined),-1,0,1,4,0,-0.5,-1,-1,-4,-2

Screening results from PubChem BioAssay.
